All columns: NCI-60 one-dose screen, growth in % after 48 h at 10 µM unless noted; 100 = growth as untreated, 0 = no growth, -100 = all killed.
HOP-62 – HOP-62 NSCLC; AID 1794735; hit rate 3.9% among 80,000
A549/ATCC – A549/ATCC NSCLC | AID 1794740 | hit rate 3.7% among 81,000
M14 – M14 melanoma. hit rate 6.2% among 80,000
RPMI-8226 – RPMI-8226 leukemia cells; hit rate 7.5% among 77,000; AID 1794781
HOP-92 – HOP-92 NSCLC cells. hit rate 6.3% among 71,000. AID 1794738
EKVX – EKVX NSCLC. AID 1794765. hit rate 3% among 71,000
UACC-62 – UACC-62 melanoma; hit rate 5.4% among 81,000; AID 1794756
CCRF-CEM – CCRF-CEM leukemia; hit rate 7% among 77,000; AID 1794778
Starred values were filed as active, the others as inactive; . = no result given; & = joins results of further samples; [ ] = remark or other dose. How the source made its calls: active means growth percent below 10; inactive means the rest.

SMILES	HOP-62	A549/ATCC	M14	RPMI-8226	HOP-92	EKVX	UACC-62	CCRF-CEM
CCn1cc(C(=O)O)c(=O)c2cc(F)c(N3CCN(S(=O)(=O)c4c(C)cc(C)cc4C)CC3)cc21	72	78	76	64	77	.	76	82
O=c1ccncn1C1OC(CO)C(O)C1O (configuration not stated)	.	101	95	107	90	95	100	90
c1ccc(Oc2ccccn2)cc1	103	104	100	99	68	110	103	103
CCOC(=O)c1cn2c3c(cc(F)cc3c1=O)C(CC)c1ccccc1C2 (configuration not stated)	.	87	114	64	96	100	105	75
Cn1c(=O)c2c(nc(C3CCCCC3)n2C)n(C)c1=O	105	87	102	100	85	121	.	51
C=CCOC1OC(CO[Si](C)(C)C(C)(C)C)C(OCc2ccccc2)C(OCc2ccccc2)C1OCc1ccccc1 (configuration not stated)	94	86	100	83	76	96	90	97
NNC(=O)Cc1cccc2ccccc12	97	104	106	107	98	102	101	100
COc1ccc(CNc2ncnc3c2cnn3C)cc1	98	92	104	108	92	98	94	122
COC(=O)c1ccccc1NCCO	100	106	108	80	96	101	99	93
O=c1cc(Cc2cn3ccccc3nc2=O)c2cc(Cl)ccc2o1	94	87	101	106	119	90	98	101
O=C(CN1CCN(c2cc(=O)n(-c3ccccc3)c3ccccc23)CC1)Nc1nc(-c2ccc(Cl)cc2)cs1	66	53	55	37	.	43	62	51
OCC1OC(O)C(F)C(O)C1O (configuration not stated)	101	102	.	117	114	94	93	105

In the list so far, these contain sulfur:
SMILES	HOP-62	A549/ATCC	M14	RPMI-8226	HOP-92	EKVX	UACC-62	CCRF-CEM
CCn1cc(C(=O)O)c(=O)c2cc(F)c(N3CCN(S(=O)(=O)c4c(C)cc(C)cc4C)CC3)cc21	72	78	76	64	77	.	76	82
O=C(CN1CCN(c2cc(=O)n(-c3ccccc3)c3ccccc23)CC1)Nc1nc(-c2ccc(Cl)cc2)cs1	66	53	55	37	.	43	62	51

Next section.
SMILES	HOP-62	A549/ATCC	M14	RPMI-8226	HOP-92	EKVX	UACC-62	CCRF-CEM
CC(c1ccccc1)C1CC(=O)N(C)C1=O (configuration not stated)	103	100	105	99	84	92	96	93
Nc1ccc(S(=O)(=O)Nc2ccccc2C(=O)O)cc1	101	99	105	111	105	102	106	109
O=C(O)CCN1C(=O)c2ccccc2C1=O	101	95	108	99	86	93	94	90
OC[C@H]1O[C@H](O[C@]2(CCl)O[C@H](CCl)[C@@H](O)[C@@H]2O)[C@H](O)[C@@H](O)[C@H]1Cl	104	100	97	111	105	102	99	99
O=C(Nc1ccc(F)c([N+](=O)[O-])c1)c1ccc2c(c1)C(=O)OC2=O	95	102	92	99	105	102	100	117
CC(=O)C(=Cc1ccccc1O)C(C)=O	94	100	99	104	.	108	99	94
Cn1c(=O)c(C#N)c(-c2ccco2)n2c(SCC(=O)c3ccccc3)nnc12	.	92	98	115	72	108	98	106
CC(=O)Nc1nc(C)c(C(=O)NNC(=S)Nc2ccc(F)cc2)s1	.	92	108	36	51	115	60	91
CCN(CC)C(C(=O)NN)c1ccccc1 (configuration not stated)	100	102	98	106	.	102	103	99
O=C(O)c1ccc([N+](=O)[O-])cc1	106	108	103	107	91	121	113	88
Nc1ccc(N)c2c1C(=O)c1cccc([N+](=O)[O-])c1C2=O	9.7*	21	31	43	63	38	5.1*	48
CC(C)=C1C2CCC1C1C(=O)OC(=O)C21 (configuration not stated)	.	101	104	98	71	104	94	.

Single entries from the entries so far:
UACC-62 with CC(c1ccccc1)C1CC(=O)N(C)C1=O (configuration not stated) = 96
A549/ATCC with CCN(CC)C(C(=O)NN)c1ccccc1 (configuration not stated) = 102

Additional records.
SMILES	HOP-62	A549/ATCC	M14	RPMI-8226	HOP-92	EKVX	UACC-62	CCRF-CEM
CCOc1cc(/C=N/NC(=O)CC#N)ccc1O	100	99	93	101	89	96	96	110
COc1ccc(Cn2cncc2-c2c[nH]c3cc(F)ccc23)cc1	74	96	85	72	54	74	65	88
CS(=O)(=O)c1ccc(N/N=C/c2c(-c3ccc(S(C)(=O)=O)cc3)[nH]c3ccc(F)cc23)cc1	28	45	33	-42*	16	64	26	4.8*
C#CCNC(=O)[C@]1(C)CCC[C@@]2(C)[C@H]1CC=C1C=C(C(C)C)CC[C@@H]12	99	98	99	103	109	95	92	110
N#Cc1nc(-c2ccccc2)oc1N1CCC(CO)C1 (configuration not stated)	107	95	106	103	129	77	89	105
O=C(CCCCC(=O)N/N=C\c1cc(Cl)ccc1O)N/N=C\c1cc(Cl)ccc1O	69	96	77	75	77	82	66	29
Brc1ccc2[nH]cc(-c3nn4cc(-c5ccccc5)nc4s3)c2c1	79	69	69	94	84	57	75	73
CC(=O)/C=C/c1ccc(N(CCO)Cc2ccc(C(C)(C)C)cc2)cc1	79	66	69	85	55	57	76	-48*[100 µM]
S=C(N/N=C\c1ccc(Cl)c(Cl)c1)N/N=C/c1ccc(Cl)c(Cl)c1	103	97	104	94	93	87	101	102
O=C(Nc1nc(-c2ccc(Br)cc2)cs1)c1ccc(Cc2n[nH]c(=O)c3cccnc23)cc1	91	83	104	90	81	69	71	.
CCN(CC)c1ccc(N=O)cc1	92	60	75	91	52	91	73	21
CCC(=O)c1ccc(NC(=S)Nc2ccccc2)cc1	95	94	103	99	92	99	93	99
CC1OC(OC2C(OC3C[C@@]4(C)C(C[C@H](O)[C@H]5[C@H](C6(C)CCC(C(C)(C)O)O6)CCC54C)[C@]4(C)CC[C@@H](O)C(C)(C)C34)OC(CO)C(O)C2O)C(O)C(O)C1O (some centres not stated) (tested in a mixture with another compound)	124	96	.	135	94	103	91	51
CC(C)CNCC(=O)Nc1ccc(Cc2ccc(NC(=O)CNCC(C)C)cc2)cc1	59	65	39	33	38	68	65	26
N#Cc1c(-c2ccc(Cl)cc2)nc2c(nnn2-c2ccc(S(N)(=O)=O)cc2)c1N	93	91	103	92	65	61	84	84
Cc1ncc2c(n1)NC(=O)NC2	101	103	105	110	104	114	108	105
N#Cc1c(-c2cccs2)cc(-c2ccc(F)cc2)[nH]c1=O	107	103	107	101	96	105	98	103
ClC(Cl)c1nc(-c2ccccc2)n2nc(-c3ccccc3)cc2n1	-3.6*	-16*	32	0.7*	4.0*	-22*	68	63
Cn1c(=O)c2c(nc3n(-c4ccccc4)c(O)cn23)n(C)c1=O	90	97	103	95	94	77	97	102
O=C(Nc1ccc2ccccc2c1)c1ccc(Cl)cc1Cl	87&101	84&97	91&94	79&101	91&72	94&76	83&83	86&96
Cn1c(=O)c2[nH]c(SCC(=O)Nc3ccc(C(=O)/C=C/c4cccc([N+](=O)[O-])c4)cc3)nc2n(C)c1=O	100	95	106	100	90	104	96	96
Cc1ccc2nc3sc(C(=O)Nc4ccc(C(=O)/C=C/c5ccccc5)cc4)cc3cc2c1	101	82	102	100	98	105	97	100
COc1ccc(/C=C(\Cl)C(=O)Nc2ccccc2C(=O)O)cc1	99	99	102	99	76	99	99	.
O=CN1N=C(c2ccc3c(c2)OCO3)CC1c1cn(-c2ccccc2)nc1-c1ccc(Cl)cc1 (configuration not stated)	50	55	78	80	42	.	86	89

Reprinted at random: four records from the list
SMILES	HOP-62	A549/ATCC	M14	RPMI-8226	HOP-92	EKVX	UACC-62	CCRF-CEM
N#Cc1c(-c2ccc(Cl)cc2)nc2c(nnn2-c2ccc(S(N)(=O)=O)cc2)c1N	93	91	103	92	65	61	84	84
ClC(Cl)c1nc(-c2ccccc2)n2nc(-c3ccccc3)cc2n1	-3.6*	-16*	32	0.7*	4.0*	-22*	68	63
Cn1c(=O)c2[nH]c(SCC(=O)Nc3ccc(C(=O)/C=C/c4cccc([N+](=O)[O-])c4)cc3)nc2n(C)c1=O	100	95	106	100	90	104	96	96
N#Cc1c(-c2cccs2)cc(-c2ccc(F)cc2)[nH]c1=O	107	103	107	101	96	105	98	103

Following part:
SMILES	HOP-62	A549/ATCC	M14	RPMI-8226	HOP-92	EKVX	UACC-62	CCRF-CEM
Cc1nc2nc(N)[nH]c(=O)c2nc1C	88	106	97	109	97	98	91	107
COc1ccc(Cc2nnc(NC(=S)Nc3ccccc3)s2)cc1	104	104	114	100	79	98	91	97
Cn1ccc(-n2nnc(-c3nc4ccccc4[nH]3)c2N)n1	110	88	103	101	97	84	105	94
C#CCOc1ccc(/C=N/Nc2nc(-c3cc4cc(Br)ccc4oc3=O)cs2)cc1OC	52	49	79	68	46	79	58	100
COc1ccc(/C=C/C(=O)/C=C(/C=C/c2ccc(OC)c(OC)c2OC)OB(F)F)c(OC)c1OC	70	56	19	2.7*	80	66	35	-2.6*
Nc1nnc(-c2cncc(Br)c2)c(-c2c[nH]c3ccc(F)cc23)n1	76	92	112	62	83	77	87	84
COc1ccc([C@H]2[C@H](C(=O)Nc3cccc(C)n3)c3ccccc3C(=O)N2c2ccc(Oc3ccccc3)cc2)cc1	.	63	82	.	.	46	76	.
O=C1CCC2(c3ccccc3)N1CCc1cncn12 (configuration not stated)	109	101	107	104	121	100	92	112
Cn1cc(C(=O)c2nc(-c3c[nH]c4ccc(Br)cc34)no2)c2cc(F)ccc21	103	104	100	100	85	73	78	100
CCCc1cc(=O)n2c(C(=O)Nc3ccc(F)cc3)c(C(=O)Nc3ccc(F)cc3)sc2n1	28[30 µM]	34[30 µM]	71[30 µM]	78[30 µM]	-36*[30 µM]	63[30 µM]	84[30 µM]	77[30 µM]
O=C(Cc1ccccc1)NNc1nc(NCCc2c[nH]c3ccccc23)nc(N2CCN(C(c3ccccc3)c3ccccc3)CC2)n1	93	91	88	96	109	84	86	92
CN1CCC(=C(c2ccccc2)c2ccccc2)C(c2ccccc2)C1 (configuration not stated)	101	91	112	103	83	89	97	105
CCC(CC)c1ncc[nH]1	106	84	107	82	87	123	95	93
COc1cc2c(cc1OCCCCC(=O)Nc1ccc(-c3nc4ccccc4s3)cc1)N=C[C@@H]1CCCN1C2=O	-2.7*	-42*	-59*	-58*	-53*	2.7*	-71*	.
Nc1cc(N)nc(SCC(=O)Nc2nc(-c3ccccc3)cs2)n1	75	84	104	56	103	69	69	79
CSC1=NC(c2cccc([N+](=O)[O-])c2)C(C(C)=O)=C(C)N1 (configuration not stated)	125	108	104	108	88	101	93	107
CCCCCCCCCCCCCCCCCC[n+]1ccc2c(C)c3c(c(C)c2c1)c1cc(O)ccc1n3CC	.	14	-2.4*	.	.	20	-12*	.
Cc1c(C(=O)NC(Cc2ccccc2)C(O)C(=O)NCc2ccc(F)cc2)[nH]c2ccccc2c1=O (configuration not stated)	99	101	109	105	108	104	111	109
O=C(O)COc1c(F)cc(F)cc1Cl	106	108	96	107	81	105	100	105
CC(=O)Oc1ccccc1C(=O)Nc1ccc(C(=O)/C=C/c2ccc(F)cc2)cc1	110	101	105	101	112	103	103	106
COc1ccc(C(=O)c2ccc([N+](=O)[O-])cc2)c(OC)c1OC	112	93	112	100	91	110	111	106
COc1ccc(/C=C/C(=O)c2ccc(NC(=O)CSc3nnc(-c4ccc(Cl)cc4)o3)cc2)cc1	105	91	92	70	97	133	89	.
N=C(N)N(Cc1ccccc1)c1ccccc1	80	74	91	103	94	96	97	94
Nc1n[nH]c(C(=O)O)n1	105&107	107	104&103	92&94	96	98	110&100	89
C=CCNC(=O)c1cncc(C(=O)O)c1	94	95	113	117	108	.	105	106

Already shown: an excerpt of the list.
SMILES	HOP-62	A549/ATCC	M14	RPMI-8226	HOP-92	EKVX	UACC-62	CCRF-CEM
COc1cc2c(cc1OCCCCC(=O)Nc1ccc(-c3nc4ccccc4s3)cc1)N=C[C@@H]1CCCN1C2=O	-2.7*	-42*	-59*	-58*	-53*	2.7*	-71*	.
Nc1cc(N)nc(SCC(=O)Nc2nc(-c3ccccc3)cs2)n1	75	84	104	56	103	69	69	79
CSC1=NC(c2cccc([N+](=O)[O-])c2)C(C(C)=O)=C(C)N1 (configuration not stated)	125	108	104	108	88	101	93	107
CCCCCCCCCCCCCCCCCC[n+]1ccc2c(C)c3c(c(C)c2c1)c1cc(O)ccc1n3CC	.	14	-2.4*	.	.	20	-12*	.
